# Assay outcomes as filed in PubChem BioAssay.
# GPT2 inhibitor = Primary qHTS assay for inhibitors of Glutamate pyruvate transaminase 2 (GPT2); AID 1671188, 2021; Recombinant GPT2, coupled pyruvate oxidase/HRP Amplex Red fluorescence; Potency, µM (highest dose often 57.7 µM), inactives show at the highest dose activity change, negative = inhibition, usual class: inhibitors; 0.25% of 100,000 active; Alanine aminotransferase 2 (Homo sapiens), Q8TD30; further: potency means the concentration at half of the fitted maximal effect; nearly all actives have a fitted effect of over 60% in size; many of its hits are not listed in these tables
# Target sequence (Q8TD30 whole entry, looked up): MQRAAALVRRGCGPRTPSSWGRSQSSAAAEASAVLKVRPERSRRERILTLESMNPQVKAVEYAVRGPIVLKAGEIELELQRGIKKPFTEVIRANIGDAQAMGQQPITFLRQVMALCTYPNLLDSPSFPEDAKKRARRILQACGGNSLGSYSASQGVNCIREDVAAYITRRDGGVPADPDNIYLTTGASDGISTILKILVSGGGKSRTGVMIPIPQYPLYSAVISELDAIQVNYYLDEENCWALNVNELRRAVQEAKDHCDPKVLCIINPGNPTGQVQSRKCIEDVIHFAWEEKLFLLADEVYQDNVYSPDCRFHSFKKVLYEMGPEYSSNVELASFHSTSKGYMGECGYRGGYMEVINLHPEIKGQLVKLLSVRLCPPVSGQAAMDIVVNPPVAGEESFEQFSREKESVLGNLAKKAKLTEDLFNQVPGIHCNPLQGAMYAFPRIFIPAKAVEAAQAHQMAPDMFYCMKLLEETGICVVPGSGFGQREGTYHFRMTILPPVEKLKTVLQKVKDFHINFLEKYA
#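 GPT2 10ng/uL, a-KG 250uM, L-Ala 2mM, HEPES pH7.5 + 0.0001% Tween; 30 min RT. Then Amplex mix (PO/HRP/ThPP), 30 min RT dark, fluorescence. AOA 50uM used as positive control.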
# SNCA viab count = GF-AFC viability counterscreen for inhibitors of alpha-synuclein gene (SNCA) expression | HEK-293-SNCA-luc viability, GF-AFC fluorescence, 24 h | Potency, µM (highest dose often 57.1 µM), for inactives: top-dose activity change, negative = cytotoxicity, usual class: cytotoxic | 0.12% of 150,000 active | AID 1671193, 2021;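 further: potency means the concentration at half of the fitted maximal effect; 0% = DMSO-treated cells and -100% = medium-only wells without cells; nearly all actives have a fitted effect of over 30% in size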
#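 Cytotoxicity counterscreen: after 24 h compound treatment of genome-edited SNCA-luciferase HEK-293 cells, live-cell protease substrate GF-AFC read by fluorescence after 30 min; activity scaled between DMSO (0%) and medium-only (-100%), curves Hill-fitted.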
# 3T3 cytotox = Cytotoxic Profiling in NIH 3T3 Cell Line of Diverse Libraries Using Quantitative High-Throughput Screening. NIH 3T3 viability, CellTiter-Glo ATP luminescence, 48-72 h. Potency, µM (highest dose often 96.7 µM), without a hit: at the highest dose activity change, negative = cytotoxicity, usual class: inhibitors. 4.3% of 94,000 active. AID 1345082, 2018; further: potency means the concentration at half of the fitted maximal effect; nearly all actives have a fitted effect of over 55% in size
#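 Mouse fibroblast NIH 3T3 cells, 400 per well, received compound via pintool and were incubated for 48 or 72 hr prior to CellTiter-Glo ATP luminescence measurement.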
# HEK cytotox = Cytotoxic Profiling in HEK 293 Cell Line of Diverse Libraries Using Quantitative High-Throughput Screening; HEK 293 viability, ATP luminescence (CellTiter-Glo), 48-72 h; Potency, µM (doses to about 115 µM), without a hit: top-dose activity change, negative = cytotoxicity, usual class: inhibitors; 6.6% of 94,000 active; AID 1345083, 2018; further: potency means the concentration at half of the fitted maximal effect; nearly all actives have a fitted effect of over 60% in size
#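 Cells seeded first (HEK 293, 250 cells/well), then compound added by pintool. Incubation ran 48 or 72 hr at 37 degree Celsius. CellTiter-Glo was added and luminescence imaged after 10 min at room temperature.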
# FLuc inh = Firefly luciferase inhibition profiling of diverse chemical library using quantitative high-throughput screening | Luciferin 4-monooxygenase (Photinus pyralis), P08659 | purified P. pyralis luciferase, luminescence, biochemical | Potency, µM (titrated, usually from 115 µM), inactives show at the top dose activity change, negative = inhibition, most hits filed as inhibitors | 2.5% of 76,000 active | AID 1347043, 2019; further: potency means the concentration at half of the fitted maximal effect; nearly all actives have a fitted effect of over 65% in size
#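 Purified 10nM P. pyralis luciferase with 10uM D-luciferin and 10uM ATP in 50mM Tris acetate pH 7.5, 10mM Mg acetate, 0.01% Tween-20, 0.05% BSA. qHTS titration; luminescence read by CCD imager.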
# SNCA expr inhib = Primary qHTS assay for inhibitors of alpha-synuclein gene (SNCA) expression; HEK-293 SNCA-luciferase knock-in, luminescence, 24 h; Potency, µM (titrated, usually from 57.2 µM), for inactives: at the top dose activity change, negative = inhibition, actives largely listed as inhibitors; 0.17% of 140,000 active;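 further: potency means the concentration at half of the fitted maximal effect; plate controls were DMSO cells for no effect and cell-free wells for full effect; nearly all actives have a fitted effect of over 45% in size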
# IP6K1 inh = Primary qHTS assay for small molecule inhibitors of Inositol hexaphosphate kinase 1 (IP6K1); Inositol hexakisphosphate kinase 1 (Homo sapiens), Q92551; IP6K1 kinase, ADP-Glo luminescence, 2 h; active compounds read low; activity change, % (series mostly up to about 58 µM); 0.81% of 140,000 active; AID 1645851, 2021; in the data active means activity change below about -25%
# Target sequence (Q92551 whole entry, looked up): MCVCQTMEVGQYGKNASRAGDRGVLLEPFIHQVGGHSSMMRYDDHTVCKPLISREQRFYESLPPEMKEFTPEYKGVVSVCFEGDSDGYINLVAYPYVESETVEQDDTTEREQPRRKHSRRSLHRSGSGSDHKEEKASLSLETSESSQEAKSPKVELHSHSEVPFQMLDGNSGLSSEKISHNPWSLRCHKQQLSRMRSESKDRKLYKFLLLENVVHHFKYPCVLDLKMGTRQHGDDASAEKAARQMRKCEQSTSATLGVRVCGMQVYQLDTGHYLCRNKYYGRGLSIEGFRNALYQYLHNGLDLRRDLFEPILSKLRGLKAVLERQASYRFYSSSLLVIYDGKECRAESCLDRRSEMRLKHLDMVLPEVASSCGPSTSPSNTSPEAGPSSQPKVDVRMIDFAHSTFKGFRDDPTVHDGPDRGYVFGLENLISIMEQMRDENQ
#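 ADP-Glo luminescence measures ADP made by human IP6K1 during a 2 h RT reaction with ATP/IP6 (mix at 1.3 mM/130 uM); top library doses 57.5 and 19.1 uM final.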
# The depositor's hits bear a star; i = inactive; ? = inconclusive; · = no result given; [ ] = dose if it differs, or a comment. Unless noted, the call rests on the fitted dose curve; in most records, active means well fitted curve in the direction sought with a large enough effect; inconclusive means small, poorly fitted or top-dose-only effect, or another doubt; inactive means no such curve, though single readings can be large; an effect the other way counts as inactive or inconclusive. Unless noted, on the % scale 0 is the no-effect control and ±100 the full control effect. Only part of the results is shown; count on the stated rates, not on these rows.
SMILES,GPT2 inhibitor,SNCA viab count,3T3 cytotox,HEK cytotox,FLuc inh,SNCA expr inhib,IP6K1 inh
CCOC(=O)c1cnc2ccccc2c1Nc1cccc(OC)c1,·,-10%,·,·,·,7%,16
CC(=O)N1CCC(C(=O)N2CCCN(c3cc(-c4ccc(Cl)cc4)[nH]n3)CC2)CC1,-5%,-2%,-12%,1%,2%,14%,-17
COc1cccc(-c2cn3cc(C(=O)N4CCOCC4)nc3s2)c1,2%,?,-27%,-14%,·,13µM*,-9
O=C(C1CCCN([S+](=O)([O-])c2cccc(C(F)(F)F)c2)C1)N1CCC(N2CCOCC2=O)CC1 (stereo not given),i,-15%,?,?,·,-6%,-1
Cc1nn(C)cc1NC(=O)CN1CCC(=O)N(CC2CC2)C(C(C)C)C1 (stereo not given),-3%,-14%,-17%,-7%,-2%,8%,27
CC1=C(C(=O)Nc2ccccc2)C(c2ccccn2)n2nc(SCc3ccccc3)nc2N1 (stereo not given),·,-4%,·,·,·,1%,28
COc1ccc(N(C)C(=O)c2cn(C3CCCCC3)c(=O)c3c2c2ccccc2n3C)cc1,·,?,·,·,·,?,1
Cc1cccc(Cn2c(=O)n(Cc3ccccc3)c(=O)c3c2c2cc(C)ccc2n3C)c1,·,4%,·,·,·,22%,34
COc1ccc(-c2ccc(C(=O)NCCc3ccc(F)cc3)cc2)nn1,·,·,-12%,-27%,·,·,6
O=C(c1ccccc1C(F)(F)F)N1CCC2(CC1)CC(O)CCO2 (stereo not given),4%,0%,-5%,1%,-9%,6%,4
CCC(=O)C1=C(c2ccc(F)cc2)N(C(=O)CC)n2c(nnc2-c2ccc(OC)cc2)S1,·,-4%,·,·,·,-19%,14
CC(C)c1ccccc1NC(=O)CSc1nnc(COc2ccccc2)o1,·,8%,·,·,·,-12%,18
CCOC(=O)c1c(C)c(-c2ccccc2)n(CC(=O)Nc2cc(C)cc(C)c2)c1C,·,7%,·,·,·,-5%,8
Nc1cnc(-c2cccnc2)nc1,3%,-6%,-7%,2%,-4%,-9%,5
Cc1ccc(CSc2nc3c(c(=O)[nH]2)C(c2cccc(F)c2F)CC(=O)N3)cc1 (stereo not given),·,19%,·,·,·,6%,1
Cn1nnnc1SCCNCc1ccc(Cl)c(Cl)c1,·,-8%,·,·,·,22%,-5
Nc1ccn(C[C@@H](CO)OCP(=O)(O)O)c(=O)n1,i,8%[23.9 µM],·,·,·,-1%[25.6 µM],·
CCNC(=O)O[C@@H]1CO[C@H]2[C@@H]1OC[C@@H]2NS(=O)(=O)c1ccc2ccccc2c1,-4%[88.5 µM],5%[87.6 µM],5%[174 µM],-3%[172 µM],-1%[172 µM],-10%[87.6 µM],-4
Cc1cn2nc(C(=O)Nc3ccc4c(c3)OCO4)cc2c(N2CCCC2)n1,i,4%,0%,-2%,?,44%[activator],6
COc1ccc(CNC(=O)C(C)n2nc(C)c3sc4ccccc4c3c2=O)cc1OC (stereo not given),·,5%,·,·,·,-17%,11
COc1ccc(-c2cc(N3CCCC(NC(=O)c4ccc(N(C)C)cc4)C3)n[nH]2)cc1 (stereo not given),i,-9%,?,45µM*,7.1µM*,23%,0
Cc1ccc(C)c(OCC(=O)c2ccc3c(c2)N(CCCC(=O)NCC2CCCO2)C(=O)CO3)c1 (stereo not given),i,?,?,?,-5%,-22%,-9
CC(C)(C)c1[nH]nc2c1C(c1ccnc3ccccc13)CC(=O)N2 (stereo not given),1%,-19%,32µM*,-8%,9%,15%,-6
COc1ccc(Nc2nc(-c3ccccc3F)nc3ccccc23)cc1OC,·,-2%,·,·,·,-17%,-6
CCn1ccnc1CN1CCCC12CCN(c1ccc(C(F)(F)F)cn1)CC2,-1%[11.5 µM],-16%,?,?,12%,-9%,13
# More structures.
SMILES,GPT2 inhibitor,SNCA viab count,3T3 cytotox,HEK cytotox,FLuc inh,SNCA expr inhib,IP6K1 inh
Cn1ncc2c(C(=O)NC3CCC3)cc(-c3ccc(C(F)(F)F)cc3)nc21,·,·,35µM*,40µM*,·,·,-12
CC(=O)Nc1ccc(C(O)[C@H]2COCC(=O)N2Cc2ccccc2F)cc1 (stereo not given in full),i,1%[87.6 µM],0%[174 µM],-1%[172 µM],2%[172 µM],-5%[87.6 µM],9
CCOc1ccc(C(=O)/C=C/c2cn(CC(O)CN3CCc4ccccc43)c3ccccc23)cc1 (stereo not given),·,1%,·,·,·,12%,2
Brc1cccc(-c2noc(-c3nc(-c4ccncc4)no3)n2)c1,-3%,4%,-8%,5%,3%,8%,0
COc1cccc(CNC(=O)[C@@H]2C[C@@H](O)CN2C2CCN(C(=O)c3ccc(C)c(F)c3)CC2)c1,i,-10%,-24%,-20%,6%,-4%,14
COc1ccc(NC(=O)c2ccc3c(c2)N(C(=O)c2ccc(F)cc2)CC3)cc1OC,-24%,?,?,?,-22%,53%[activator],0
COc1ccc(CC(=O)N2CCN(C(=O)c3nc4cccnc4n(-c4ccccc4OC)c3=O)CC2)cc1,i,-25%,-25%,-2%,·,-17%,5
COc1ccccc1CC(=O)N1C[C@H](c2nc(-c3ccncc3)no2)[C@@H](C)C1,2%,11%,-11%,?,8%,-13%,-9
CN(C)c1ccc(NC(=S)N[C@H]2CO[C@H]3[C@@H]2OC[C@H]3OC(=O)Nc2cccc3ccccc23)cc1,8.9µM*,-1%,?,-27%,32µM*,84%[activator],4
O=S(=O)(c1ccccc1)c1nnn2c1nc(NCc1ccc(F)cc1)c1sccc12,·,15%,·,·,·,19%,17
CCOC(=O)c1ccc(CN(Cc2ccc(C)cc2)S(=O)(=O)c2ccc(NC(C)=O)cc2)cc1,·,2%,·,·,·,-22%,-2
CCn1ncc(CN2C[C@@H](CO)[C@H](c3ccncc3)C2)c1C,i,4%,-5%,?,-8%,4%,-9
O=C(NCc1ccc(Cl)cc1)c1cnc2sc(N3CCCC3)nn2c1=O,·,0%,·,·,·,-3%,15
Cc1cnc(C2CCC2)n1CC1CCN(C(=O)CCc2ccccc2)CC1,i,?,-21%,?,-4%,22%,2
Cn1ncc2c(C(=O)N3CCC(C#N)CC3)cc(-c3ccccc3C(F)(F)F)nc21,·,·,?,?,·,·,4
C[S+](=O)([O-])N1CCC(Cn2ccc3c(N4CCOCC4)nc(-c4ccc(CO)cc4)cc32)CC1,-14%,5%,?,-22%,6%,-18%,-1
O=C(c1ccoc1)N1CCC(Oc2cccnc2)C1 (stereo not given),-3%,6%,i,0%,4%,?,22
CCN1CCN(C(=O)c2cnn(-c3ccc(F)cc3)c2-n2cccc2)CC1,·,-21%,·,·,·,?,25
Cc1noc(C2CCCCN2C(=O)c2ccc(-c3ccccc3Cl)o2)n1 (stereo not given),3%,-12%,?,?,?,30%,3
O=C(Nc1cc(-c2ccncc2)nn1-c1ccccc1)c1ccccc1F,i,-4%,?,?,·,-7%,-7
O=C(Cc1cccc(Cl)c1)N1CCn2c(nn(-c3ccc(F)cc3)c2=O)C1,i,6%,?,?,-1%,-26%,24
CN(C)C[C@@H]1CN(Cc2ccccc2)C[C@H]1NS(=O)(=O)c1ccc(C#N)cc1,-3%,8%,?,-26%,·,7%,11
CC(C)=CCN1CC2(CCN(S(=O)(=O)c3cccs3)CC2)CC1=O,2%,4%,-29%,-6%,7%,1%,-9
O=C(CN1C(=O)NC(c2ccccc2Cl)C2=C1COC2=O)Nc1ccc(F)c(Cl)c1 (stereo not given),i,-2%,?,?,-19%,-24%,2
CC(C)(C)OC(=O)N1CC(N2CCCCC2)C1,-13%[88.5 µM],-2%[87.6 µM],4%[138 µM],i,·,?,-6
COc1ccc(CCNC(=O)Cn2c(-c3cccs3)cc3cc(F)ccc32)cc1OC,·,13%,·,·,·,-2%,-9
CCC1Oc2ccc(NC(=O)Cc3ccc(F)cc3)cc2CN(Cc2ccccc2F)C1=O (stereo not given),i,-3%,?,45µM*,0%,-11%,6

# Four entries from above, with bars between the fields:
Compound | GPT2 inhibitor | SNCA viab count | 3T3 cytotox | HEK cytotox | FLuc inh | SNCA expr inhib | IP6K1 inh
O=S(=O)(c1ccccc1)c1nnn2c1nc(NCc1ccc(F)cc1)c1sccc12 | · | 15% | · | · | · | 19% | 17
CCOC(=O)c1ccc(CN(Cc2ccc(C)cc2)S(=O)(=O)c2ccc(NC(C)=O)cc2)cc1 | · | 2% | · | · | · | -22% | -2
CCn1ncc(CN2C[C@@H](CO)[C@H](c3ccncc3)C2)c1C | i | 4% | -5% | ? | -8% | 4% | -9
O=C(NCc1ccc(Cl)cc1)c1cnc2sc(N3CCCC3)nn2c1=O | · | 0% | · | · | · | -3% | 15

# Compound profiles, from the list above. Values in the order: GPT2 inhibitor, SNCA viab count, 3T3 cytotox, HEK cytotox, FLuc inh, SNCA expr inhib, IP6K1 inh
# `CCN1CCN(C(=O)c2cnn(-c3ccc(F)cc3)c2-n2cccc2)CC1` across the screens: ·, -21%, ·, ·, ·, ?, 25
# `Brc1cccc(-c2noc(-c3nc(-c4ccncc4)no3)n2)c1` across the screens: -3%, 4%, -8%, 5%, 3%, 8%, 0
# `COc1cccc(CNC(=O)[C@@H]2C[C@@H](O)CN2C2CCN(C(=O)c3ccc(C)c(F)c3)CC2)c1` across the screens: i, -10%, -24%, -20%, 6%, -4%, 14
# `CCn1ncc(CN2C[C@@H](CO)[C@H](c3ccncc3)C2)c1C` across the screens: i, 4%, -5%, ?, -8%, 4%, -9

# Two entries from above, bar-delimited.
compound | GPT2 inhibitor | SNCA viab count | 3T3 cytotox | HEK cytotox | FLuc inh | SNCA expr inhib | IP6K1 inh
COc1ccccc1CC(=O)N1C[C@H](c2nc(-c3ccncc3)no2)[C@@H](C)C1 | 2% | 11% | -11% | ? | 8% | -13% | -9
CN(C)c1ccc(NC(=S)N[C@H]2CO[C@H]3[C@@H]2OC[C@H]3OC(=O)Nc2cccc3ccccc23)cc1 | 8.9µM* | -1% | ? | -27% | 32µM* | 84%[activator] | 4
